Screening results (PubChem BioAssay)
CXCR6 inh: CXCR6 (human) receptor inhibition; AID 602244; O00574; inhibition, % at 20 µM; CHO-K1 PathHunter CXCR6 beta-arrestin, luminescence; 0.36% of 360,000 active; in the data active = inhibition above about 34%, passing the limit was not always enough;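 also: antagonist mode with CXCL16 agonist at 10 nM final; 0% = 10 nM CXCL16 with DMSO and 100% = unstimulated wells without agonist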
CCR6 antag: antagonists of human CCR6 receptor; P51684; CHO-K1 CCR6 PathHunter beta-arrestin, luminescence, CCL20-stimulated; inhibition, % at 20 µM; 0.49% of 340,000 active; AID 493098;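 active = compounds whose inhibition of the agonist-driven luminescence signal at 20 µM reaches about 50%, limit read from the data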;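 also: cells stimulated with CCL20 at 14 nM final; plate controls were DMSO with CCL20 for no effect and DMSO without agonist for full effect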
Target sequence (P51684 whole entry, looked up): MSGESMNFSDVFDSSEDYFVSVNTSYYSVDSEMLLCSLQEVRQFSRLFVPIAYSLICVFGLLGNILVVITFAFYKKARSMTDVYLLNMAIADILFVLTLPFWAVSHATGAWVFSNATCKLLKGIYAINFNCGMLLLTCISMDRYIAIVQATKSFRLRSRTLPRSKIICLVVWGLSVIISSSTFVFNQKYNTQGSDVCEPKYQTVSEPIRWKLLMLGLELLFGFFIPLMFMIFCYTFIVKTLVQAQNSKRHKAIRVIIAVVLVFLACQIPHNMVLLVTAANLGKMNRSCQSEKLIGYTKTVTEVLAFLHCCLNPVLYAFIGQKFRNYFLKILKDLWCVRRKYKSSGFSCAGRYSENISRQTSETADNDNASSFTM
APOBEC3G inh: blocks human APOBEC3G single-stranded DNA deamination | 0.28% of 330,000 active | recombinant A3G, ssDNA deamination FAM/TAMRA fluorescence | inhibition, % at 20 µM;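 active = inhibition of at least 40% at 20 µM, with no more than 30% in the related APOBEC3A deaminase screen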;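 also: plate controls were DMSO wells with A3G for no effect and wells lacking A3G enzyme for full effect; some compounds called inactive have numbers as strong as hits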
Target sequence (Q9HC16 whole entry, looked up): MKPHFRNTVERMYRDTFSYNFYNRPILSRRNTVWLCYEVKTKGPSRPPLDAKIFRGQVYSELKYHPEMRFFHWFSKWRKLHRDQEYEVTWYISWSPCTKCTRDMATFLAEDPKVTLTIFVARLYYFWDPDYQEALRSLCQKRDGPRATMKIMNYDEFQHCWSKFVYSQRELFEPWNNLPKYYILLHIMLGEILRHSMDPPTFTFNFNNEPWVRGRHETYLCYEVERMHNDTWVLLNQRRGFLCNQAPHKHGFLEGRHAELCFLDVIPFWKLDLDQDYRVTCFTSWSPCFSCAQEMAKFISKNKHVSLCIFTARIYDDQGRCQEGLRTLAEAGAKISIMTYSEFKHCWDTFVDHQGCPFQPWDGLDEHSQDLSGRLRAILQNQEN
NR3A LBD binder: modulators (binders) of human NR3A ligand-binding domain | AID 1259313 | 2.5% of 340,000 active | NR3A LBD differential scanning fluorimetry, Tm shift; 0% = protein alone, 100% = glycine-bound protein | Tm shift relative to glycine control, % at 25 µM;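 active = melting temperature shift of at least 10% of the positive control shift, at one fixed dose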
A3A deaminase: blocks human APOBEC3A ssDNA deamination; inhibition, % at 20 µM; recombinant A3A, FAM/TAMRA ssDNA deamination fluorescence; AID 493011; 0.41% of 330,000 active;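 active = at least 40% inhibition at 20 µM here, with at most 30% in a related deaminase screen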;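 also: plate controls were A3A with DMSO for no effect and wells lacking A3A enzyme for full effect; some results filed as inactive read as strong as hits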
Target sequence (P31941 whole entry, looked up): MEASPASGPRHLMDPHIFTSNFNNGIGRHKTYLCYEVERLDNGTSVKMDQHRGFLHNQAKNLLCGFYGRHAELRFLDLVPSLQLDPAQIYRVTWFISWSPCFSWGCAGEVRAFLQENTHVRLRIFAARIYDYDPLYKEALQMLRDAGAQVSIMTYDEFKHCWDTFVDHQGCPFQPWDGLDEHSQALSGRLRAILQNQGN
EBI2 block: antagonists of human EBI2 receptor; AID 651636; 0.81% of 360,000 active; inhibition, % at 5 µM; EBI2 beta-arrestin recruitment, luminescence, 7a,25-OHC stimulated; in the data active = inhibition above about 38%;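 also: enzyme fragment complementation signal reports receptor beta-arrestin coupling in cells; 0% = agonist plus DMSO wells and 100% = wells without agonist; some results beyond the cut were filed as inactive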
Gli-Sufu block: Gli-Sufu pathway antagonism | Sufu-KO-LIGHT fibroblasts, Gli luciferase reporter luminescence | inhibition, % at 5 µM | 0.74% of 340,000 active | AID 588413;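 active = inhibition above about 55%, limit read from the data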;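 also: 0% = DMSO-treated cells and 100% = wells with medium but no cells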
MPTP block: permeability transition pore inhibition; isolated mouse mitochondria, Ca2+ swelling absorbance, 30 min; inhibition, % at 10 µM; 1.4% of 360,000 active; AID 602449;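 active = inhibition of 50% or more, scaled per plate between neutral and stimulator controls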;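 also: 0% = DMSO wells given calcium and 100% = 1 mM EGTA wells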
The depositor's hits bear a star; x = no result given. Rows were taken by chance. About 5.8% of those tested had a hit in this group.

SMILES	CXCR6 inh	CCR6 antag	APOBEC3G inh	NR3A LBD binder	A3A deaminase	EBI2 block	Gli-Sufu block	MPTP block
CC#CCc1cc2ccccc2c(=O)o1	-1	2	-5	-2	-1	-3	3	0.3
CNC(=O)c1nnn(-c2ccccc2)c1C(=O)NC	-8	-2	-7	4	-3	-2	x	3.0
CC(C)NC(=O)/C(C#N)=C\c1ccc(N(C)C)c(Br)c1	5	16	11	-2	26	3	-4	0.8
CCN(c1ccccc1)S(=O)(=O)c1ccc(Oc2ccc(C(C)=O)cc2OC)nc1	4	11	-6	1	-3	4	2	1.0
CN(CCCC(=O)NC1CC(C)(C)NC(C)(C)C1)S(=O)(=O)c1ccc([N+](=O)[O-])cc1	-4	-16	1	0	1	-15	7	-1.0
CCOP(=O)(OCC)C(NC(=O)Nc1ccc(C)cc1)C(N)=O (centres undefined)	-2	11	-4	0	0	8	-5	1.3
COc1ccc(NC(=S)Nc2cccc3ccccc23)cc1OC	1	4	5	2	-5	2	5	-1.5
CNC(=S)N/N=C(\C)c1ccc2c(c1)OCO2	5	3	-11	-2	-6	-3	-3	-0.4
COc1ccc(C2/C=C\CN(S(=O)(=O)c3ccc(C)cc3)CC(=O)N2Cc2ccc(F)cc2)cc1 (centres undefined)	1	6	-7	-1	-3	-5	-4	0.7
COCCOC(=O)C1=C(C)NC(=S)NC1/C=C/c1ccccc1 (centres undefined)	4	1	-8	-3	-3	-20	7	-1.6
CCOC(=O)C1C(=O)CC(C)(O)C(C(=O)OCC)C1c1ccc(OCC)cc1 (centres undefined)	-6	9	-7	-7	-2	-8	2	-0.1
CCN(c1ccc(NC(=O)COC(=O)/C=C/c2cccs2)cc1)C(C)C	-3	5	9	-10	-3	-2	0	0.6
COc1cc(OC)c(OC)cc1C#N	5	0	2	1	8	-1	-16	-1.6
CCN(CC)CCC(=O)Nc1ccc2c(c1)N(C(=O)CN(CC)CC)c1ccccc1CC2	-4	-1	1	-2	1	-4	12	-1.0
CCOc1cccc(C(=O)Nc2cccc(C(=O)NCC(C)C)c2)c1	-4	-28	-8	-4	-3	-14	6	-1.1

Ordered by molecular weight (lowest first): 7 of the compounds above
SMILES	CXCR6 inh	CCR6 antag	APOBEC3G inh	NR3A LBD binder	A3A deaminase	EBI2 block	Gli-Sufu block	MPTP block
COCCOC(=O)C1=C(C)NC(=S)NC1/C=C/c1ccccc1 (centres undefined)	4	1	-8	-3	-3	-20	7	-1.6
CCOc1cccc(C(=O)Nc2cccc(C(=O)NCC(C)C)c2)c1	-4	-28	-8	-4	-3	-14	6	-1.1
CCN(c1ccc(NC(=O)COC(=O)/C=C/c2cccs2)cc1)C(C)C	-3	5	9	-10	-3	-2	0	0.6
CCN(c1ccccc1)S(=O)(=O)c1ccc(Oc2ccc(C(C)=O)cc2OC)nc1	4	11	-6	1	-3	4	2	1.0
CN(CCCC(=O)NC1CC(C)(C)NC(C)(C)C1)S(=O)(=O)c1ccc([N+](=O)[O-])cc1	-4	-16	1	0	1	-15	7	-1.0
CCN(CC)CCC(=O)Nc1ccc2c(c1)N(C(=O)CN(CC)CC)c1ccccc1CC2	-4	-1	1	-2	1	-4	12	-1.0
COc1ccc(C2/C=C\CN(S(=O)(=O)c3ccc(C)cc3)CC(=O)N2Cc2ccc(F)cc2)cc1 (centres undefined)	1	6	-7	-1	-3	-5	-4	0.7

Other records follow.
SMILES	CXCR6 inh	CCR6 antag	APOBEC3G inh	NR3A LBD binder	A3A deaminase	EBI2 block	Gli-Sufu block	MPTP block
Cc1ccc(NC(=O)Cc2ncc(C(F)(F)F)cc2Cl)cc1Cl	2	2	-6	0	-2	-9	-4	4.4
Cc1ccc(CN2CC(C(=O)Nc3ccc(F)c([N+](=O)[O-])c3)CC2=O)cc1 (centres undefined)	2	-4	7	5	3	3	-18	-1.6
CC[C@@H]1CCCCc2ccccc2[C@@H](C(=O)C[C@@H](O)CC(C)=O)OC1=O	-11	3	-3	0	-3	-6	30	-0.5
Cc1ccc(C(=O)NC2CCN(C(=O)NCc3ccccc3)CC2)cc1	9	10	-1	0	2	-17	21	0.0
CCOC(=O)n1c(=O)n(Cc2ccccc2C)c2ccccc21	4	20	-6	-2	-3	1	7	-2.7
CC1CCCCC12NC(=O)N(CC(=O)Nc1nccs1)C2=O (centres undefined)	6	13	11	-2	1	12	-1	-0.4
CCOC(=O)N1CCC(N(CCN(C)C)C(=S)Nc2ccccc2OC)CC1	5	2	-4	2	5	-6	3	0.1
O=c1[nH]c2ccc(NCc3ccc(OCc4ccccc4Cl)cc3)cc2[nH]1	1	7	-11	4	-8	-2	0	1.4
Nc1ccc(OCC(O)C[n+]2ccc(CCS(=O)(=O)[O-])cc2)cc1 (centres undefined)	0	17	-5	1	-2	-13	-5	-2.1
CCS(=O)(=O)N1CCC(C(=O)Oc2ccccc2OC)CC1	-5	1	-11	-3	-2	-10	3	0.1
CCN(CC(=O)NC(C)(C)C)C(=O)CCl	-9	16	-8	3	5	-17	-6	1.0
Cc1cc(C)c(C)c(OCCn2ccnc2)c1	-9	3	-2	-1	-3	7	-3	0.4
COc1ccc2ccccc2c1C1CC(=O)N2CN(C3CCCCC3)CSC2=C1C#N (centres undefined)	0	5	-9	-8	-5	-4	10	-1.7
COc1ccc(C2Nc3ccccc3C(=O)N2NS(=O)(=O)c2ccc(C)cc2)cc1OC (centres undefined)	-7	3	-2	0	-1	-4	-7	1.0
O=C(c1nc2ccccn2c1CNCCOc1cccnc1)N1CCOCC1	0	-7	-5	0	1	-3	-3	-1.0
COc1ccc(NC(=O)c2sc3nc(C)nc(N4CCN(c5ccccn5)CC4)c3c2C)c(OC)c1	14	19	-5	-8	-1	16	-9	0.8
CN(C)c1ccc(C(O)P(=O)(OC2CCCCC2)OC2CCCCC2)cc1 (centres undefined)	-13	-6	-8	-4	-3	11	34	3.0
C[C@@H](C(=O)Nc1ccc2ccccc2c1)[C@@H]1C[C@@]1(C)[C@@H](N)c1ccccc1	-9	2	-10	0	-1	9	6	0.9
O=C(NC1CC2CCCC(C1)N2C(=S)NCCc1ccccc1)C1CC1 (centres undefined)	-7	4	-5	-9	-2	-10	-2	-2.2
COc1ccc(C(NC(=O)c2cccc(F)c2)c2ccccc2)cc1 (centres undefined)	-2	19	-2	1	1	-1	0	0.7
[O-]/C(=C(\C(=S)Nc1ccccc1F)[n+]1ccccc1)c1ccc(-c2ccccc2)cc1	11	-8	-7	6	-2	-4	1	1.3
C=CCNC(=O)C1CC(=O)N(c2ccc(OCC(=O)Nc3ccc(OC)cc3)cc2)C1 (centres undefined)	4	-14	-4	1	-4	-14	2	2.3
CCOC(=O)c1c(NC(=O)Nc2ccc(F)cc2)sc2c1CCN(C)C2	11	13	-4	-1	-6	-1	39	3.7
Cc1ccc(OCC(=O)N2C(C)CCCC2C)c([N+](=O)[O-])n1 (centres undefined)	3	-18	-9	0	-3	5	-14	-1.1
OCC1(CCOc2ccccc2)CCN(Cc2nc3ccc(F)cc3[nH]2)CC1	-1	0	-2	-1	2	2	14	-1.4
C=CCN(CC=C)C(=O)c1ccc2nc(Cc3ccc(OC)c(OC)c3)oc2c1	-6	4	-7	-1	5	6	41	50*
CCC(CC)COC(=O)C1=C(C)NC(=O)NC1c1ccccc1Br (centres undefined)	-3	6	-8	3	-8	-5	-4	9.0
CC(C)Sc1ncnc2c1cnn2-c1ccccc1	-13	-10	-1	-1	3	16	-53	0.6
O=C(Nc1ccccc1C(=O)O)c1cc(S(=O)(=O)N2CCCCC2)c(Cl)cc1Cl	-5	-30	-1	-8	4	-54	-17	1.4
COc1cc(C(=O)Nc2ccc(N3CCOCC3)cc2)ccc1OCc1c(C)noc1C	-3	15	-4	2	1	-11	3	5.1
COc1ccc(CCNC(=O)Cn2nc(C)n3nc(-c4ccccc4)cc3c2=O)cc1OC	-1	14	6	0	1	7	-6	-0.8
O=C(CCl)Nc1c2c(nn1-c1ccccc1)CSC2	-8	-1	1	0	0	4	-1	1.3
COc1ccc(N(C(=O)CNC(=O)c2ccco2)C(C(=O)NC2CCCC2)c2ccco2)cc1 (centres undefined)	-1	-2	0	1	1	-1	21	-2.1
CSc1nnc(C2CCN(CC(=O)Nc3ccccc3N3CCOCC3)CC2)n1C(C)C	8	-10	-6	-2	-2	-4	26	0.0
COc1ccc(C(c2c(C)n(C)n(-c3ccccc3)c2=O)c2c(C)n(C)n(-c3ccccc3)c2=O)cc1	2	19	-8	0	-2	-5	4	2.5
CC(=O)Nc1ccccc1OCC(=O)NCC(F)(F)F	6	11	7	0	5	0	-3	-0.6
Cc1ccc(C(=O)N2CCN(c3ccccn3)CC2)cc1[N+](=O)[O-]	-8	2	-5	-2	1	-2	x	1.8
O=c1[nH][nH]c(C(F)(F)F)c1C=NCc1ccc(Cl)cc1	4	2	0	1	1	1	6	-2.2
CCC(=O)Nc1nc(N)n(-c2ccccc2)n1	-5	8	-5	-2	-1	-11	5	0.9
CC(OC(=O)CNC(=O)c1ccccc1)C(=O)Nc1ccc(S(=O)(=O)N2CCOCC2)cc1 (centres undefined)	4	23	-13	0	-5	3	-2	-0.6
Clc1ccc(Cn2cnc3ccccc32)cc1	6	12	-3	0	-5	2	-14	20
COc1ccc(-c2nn(CC(=O)Nc3ccc(Cl)c(Cl)c3)c(=O)c3ccccc23)cc1	-1	10	-4	4	1	10	4	-2.2
CCOC(=O)c1sc2nc(CSc3nc4ccccc4n3CC)[nH]c(=O)c2c1C	3	-4	2	1	1	-3	5	2.5
O=C(Nc1ccc(Oc2cccnc2)nc1)c1ccc(C(F)(F)F)cc1	-10	5	-1	-1	-2	9	3	11
CCCCNC(=O)CN(CCc1ccccc1)S(C)(=O)=O	0	-14	-7	-1	-1	0	-1	2.0
Cc1cccc(CNS(=O)(=O)c2csc(C(N)=O)c2)c1	2	1	18	2	4	-5	6	-1.5
CC(=O)NC(N1CCCCC1)C(F)(F)C(F)(F)C(F)(F)C(F)F (centres undefined)	8	-14	-1	0	1	-6	3	-2.1
Cc1ccc(NC(=O)C2CCN(S(=O)(=O)c3ccc4c(c3)NC(=O)C(C)S4)CC2)cc1Cl (centres undefined)	-12	22	1	10*	-1	24	60*	96*
CN1CCN(C(=O)C2C3C=CC(C3)C2C(=O)O)CC1 (centres undefined)	-4	11	0	1	5	-9	1	-3.7
Cc1ccc(S(=O)(=O)N2CCC(C(=O)N3CCC3)CC2)cc1	5	10	-3	-1	2	-6	1	0.5
CSCCC(NC(=O)c1ccco1)C(=O)N(C)CC(=O)Nc1c(Cl)cccc1Cl (centres undefined)	-7	-3	-8	0	-3	-6	-6	0.2
O=C(Cc1coc(-c2ccc(F)cc2)n1)Nc1ccccc1	-7	-6	-5	-1	3	-12	0	0.8
Cc1cccc(S(=O)Cc2ccc(C(=O)N3CCOCC3)o2)c1 (centres undefined)	-15	6	-2	3	-6	-9	-14	0.2
CNc1nc(-c2ccc(S(=O)(=O)N3CCCCC3)cc2)cs1	-10	4	-8	1	-2	-6	-7	-1.4
CN(CC(=O)Nc1ccc(N2CCOCC2)cc1)C(=O)c1cc(F)c(F)cc1Cl	-15	-1	-5	1	2	-10	-9	0.6
COc1ccc2c(c1)[nH]c1c(=O)n(CCN3CCCC3)cnc12	-10	-8	-1	0	2	2	-2	-2.2
COc1cc(C)c(S(=O)(=O)NC2CC(C)(C)NC(C)(C)C2)cc1C	7	6	0	1	-3	-1	-2	2.0
COc1ccc(-c2cc(C(=O)N/N=C(\C)c3cccnc3)c3ccccc3n2)c(OC)c1	-13	8	10	-3	6	-9	3	-1.1
Cn1cc(CCNC(=O)CC2C(=O)NCCN2Cc2cccc(Oc3ccccc3)c2)cn1 (centres undefined)	11	10	1	-2	0	-7	-24	-1.3
CC(C)CN(C(=O)COC(=O)C12CC3CC(CC(O)(C3)C1)C2)C1CCS(=O)(=O)C1 (centres undefined)	-3	-3	2	-1	4	5	-3	0.3
COc1cc(NC(=O)COc2ccccc2[N+](=O)[O-])ccc1NC(=O)c1ccco1	5	-6	-3	-1	-1	0	-3	0.3
